Gli-Sufu block: blocks Gli-Sufu signaling in a luciferase reporter; Sufu-KO-LIGHT fibroblasts, Gli luciferase reporter luminescence; inhibition, % at 5 µM; actives 0.74% (n = 340,000); AID 588413;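 active means inhibition above about 55%, limit read from the data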;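 further: 0% = DMSO-treated cells and 100% = wells with medium but no cells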
Jurkat NFkB inh: lowers PMA/ionomycin-induced NF-kB signal in Jurkat cells; actives 0.53% (n = 330,000); inhibition, % at 4 µM; PMA/ionomycin-induced NF-kB luciferase reporter, luminescence; in the data active means inhibition above about 50%
CHOP UPR activ: activators of apoptotic arm of unfolded protein response (CHOP); CHO-CHOP luciferase reporter, UPR activation, luminescence; percent of tunicamycin response over DMSO baseline; activation, % at 10 µM; actives 0.34% (n = 330,000);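 active means at 10 µM dose, activation of 40% or more, normalized to positive control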;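 further: 100% = tunicamycin at 10 µg/mL and 0% = DMSO alone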
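System: CHO-CHOP luciferase reporter cell line | Buffer or medium: F12 medium containing 10% fetal bovine serum | Doses: One dose, 10 µM in 0.5% DMSO | Times: 6 h compound exposure at 37 °C after overnight seeding | Signal: Luciferase luminescence | Read-out: % activation vs tunicamycin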
Mdm2 MdmX PPI: inhibitors of human Mdm2/MdmX interaction; O15151+Q00987; SaOS-2 split-luciferase Mdm2/MdmX complementation, luminescence; inhibition, % at 8 µM; actives 3% (n = 330,000); AID 485346;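 active means inhibition of at least 50% at 8 µM in the primary screen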
CCR6 antag: blocks CCL20-driven beta-arrestin recruitment at human CCR6 | inhibition, % at 20 µM | actives 0.49% (n = 340,000) | CHO-K1 CCR6 PathHunter beta-arrestin, luminescence, CCL20-stimulated | P51684;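 active means compounds whose inhibition of the agonist-driven luminescence signal at 20 µM reaches about 50%, limit read from the data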;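 further: cells stimulated with CCL20 at 14 nM final; plate controls were DMSO with CCL20 for no effect and DMSO without agonist for full effect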
Target sequence (P51684 whole entry, looked up): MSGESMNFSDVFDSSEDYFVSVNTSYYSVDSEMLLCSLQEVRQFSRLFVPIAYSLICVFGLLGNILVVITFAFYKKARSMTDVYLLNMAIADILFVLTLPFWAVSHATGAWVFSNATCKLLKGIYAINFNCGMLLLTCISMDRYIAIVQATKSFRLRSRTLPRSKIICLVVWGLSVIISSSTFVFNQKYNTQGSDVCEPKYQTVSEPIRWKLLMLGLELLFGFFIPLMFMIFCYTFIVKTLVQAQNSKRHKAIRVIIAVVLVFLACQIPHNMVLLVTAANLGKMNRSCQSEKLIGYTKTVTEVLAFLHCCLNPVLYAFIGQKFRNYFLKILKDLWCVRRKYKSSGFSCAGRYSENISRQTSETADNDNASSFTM
UPR XBP1 act: adaptive UPR (XBP1) activation | activation, % at 20 µM | actives 0.33% (n = 330,000) | CHO-XBP1 luciferase reporter, IRE1-XBP1 UPR activation, luminescence; percent of tunicamycin response, DMSO as zero;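 active means versus positive control, 20 µM dose yields 30% or more activation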;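 further: 100% = tunicamycin at 10 µg/mL and 0% = DMSO only wells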
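Material: CHO-XBP1 cells stably carrying IRE1-XBP1-driven luciferase reporter | Medium: F12 with 10% serum | Compound dosing: 20 µM single concentration, DMSO 1% | Incubation: Overnight seeding at 37 °C, 6 h compound treatment at 37 °C | Detection: Steady-Glo luminescence read | Read-out basis: % activation of reporter signal versus tunicamycin and DMSO controls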
EBI2 antag: antagonists of human EBI2 receptor. EBI2 beta-arrestin recruitment, luminescence, 7a,25-OHC stimulated. inhibition, % at 5 µM. actives 0.81% (n = 360,000). AID 651636; in the data active means inhibition above about 38%;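 further: enzyme fragment complementation signal reports receptor beta-arrestin coupling in cells; 0% = agonist plus DMSO wells and 100% = wells without agonist; some results beyond the cut were filed as inactive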
CXCR6 block: inhibitors of human CXCR6 receptor | O00574 | CHO-K1 PathHunter CXCR6 beta-arrestin, luminescence | inhibition, % at 20 µM | actives 0.36% (n = 360,000); in the data active means inhibition above about 34%, passing the limit was not always enough;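 further: antagonist mode with CXCL16 agonist at 10 nM final; 0% = 10 nM CXCL16 with DMSO and 100% = unstimulated wells without agonist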
Target sequence (O00574 whole entry, looked up): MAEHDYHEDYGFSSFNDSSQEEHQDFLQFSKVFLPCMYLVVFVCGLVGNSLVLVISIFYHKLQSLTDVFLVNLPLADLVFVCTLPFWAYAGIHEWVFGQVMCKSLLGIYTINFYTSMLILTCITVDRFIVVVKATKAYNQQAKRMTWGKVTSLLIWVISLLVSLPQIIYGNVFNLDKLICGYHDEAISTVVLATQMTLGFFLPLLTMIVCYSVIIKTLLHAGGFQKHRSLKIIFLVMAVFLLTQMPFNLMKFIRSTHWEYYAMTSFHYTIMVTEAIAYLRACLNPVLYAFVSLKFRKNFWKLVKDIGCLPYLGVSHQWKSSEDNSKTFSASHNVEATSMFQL
697 NFkB inh: inhibitors of the PMA/ionomycin-induced NF-kB reporter in 697 B cells; 697 B-cell NF-kB luciferase reporter, 16 h; inhibition, % at 4 µM; actives 0.33% (n = 330,000); in the data active means inhibition above about 35%
Active calls of the source: *; / = no result given.

Sample of the layout:
SMILES	Gli-Sufu block	Jurkat NFkB inh	CHOP UPR activ	Mdm2 MdmX PPI	CCR6 antag	UPR XBP1 act	EBI2 antag	CXCR6 block	697 NFkB inh
CN(C)c1nc(N/N=C\c2ccc(Cl)c([N+](=O)[O-])c2)nc(Nc2ccc(F)cc2)n1	-25	1	9.7	72*	-14	18	34	0	28
O=C(O)C1=NOC(CNC(=O)c2ccccc2Cl)C1 (stereo not drawn)	11	-2	0.0	14	4	0	6	-2	1

The listing, previewed entries included:
SMILES	Gli-Sufu block	Jurkat NFkB inh	CHOP UPR activ	Mdm2 MdmX PPI	CCR6 antag	UPR XBP1 act	EBI2 antag	CXCR6 block	697 NFkB inh
CN(C)c1nc(N/N=C\c2ccc(Cl)c([N+](=O)[O-])c2)nc(Nc2ccc(F)cc2)n1	-25	1	9.7	72*	-14	18	34	0	28
O=C(O)C1=NOC(CNC(=O)c2ccccc2Cl)C1 (stereo not drawn)	11	-2	0.0	14	4	0	6	-2	1
CCN1CCC(Nc2ccnc3cc(Cl)ccc23)CC1	-24	-16	-1.3	38	7	-2	1	2	21
CS(=O)(=O)N1CCC(C(=O)NCc2ccc(Cl)cc2)CC1	1	9	-1.5	27	2	-1	17	6	23
COc1ccc(S(=O)(=O)Oc2cc(C(=S)N3CCOCC3)ccc2OC)cc1	0	5	3.7	27	1	-5	1	4	22
CC1CCc2c(C(=O)Oc3cccc(-n4cnnn4)c3)csc2C1 (stereo not drawn)	2	-8	-0.4	25	-7	1	11	-2	-16
Cn1c(CNC(=O)c2ccc3c(c2)OCO3)nnc1SCC(=O)Nc1ccccc1Cl	3	-10	2.5	13	10	-1	-5	3	10
COc1ccc(N(CC(=O)Nc2cccc(SC)c2)S(C)(=O)=O)cc1	10	-11	1.3	-21	5	-1	-8	-3	-2
CCN(CC)C(=O)CSc1nnc2cc(C)c3ccccc3n12	0	16	-0.2	0	18	5	-10	3	14
CC(Oc1ccc(F)cc1)C(=O)N(Cc1ccccc1)c1c(N)n(Cc2ccccc2)c(=O)[nH]c1=O (stereo not drawn)	7	11	-1.2	7	3	-3	-2	5	8
COc1ccccc1CC(=O)NCCc1ccc(S(N)(=O)=O)cc1	1	-4	-1.8	13	-5	2	-11	5	1
COc1ccc(-c2nc(-c3ccccc3)[nH]c(=O)c2C#N)cc1	-8	4	-1.4	36	8	6	-2	0	11
COc1cccc(-n2c(SCc3ccccn3)nc3c(c2=O)SCC3)c1	/	0	-1.0	17	-2	0	10	4	18
CCS(=O)(=O)N1Cc2ccccc2CC1C(=O)Nc1ccc(F)cc1 (stereo not drawn)	-3	-26	1.7	-14	10	3	-14	2	-20
Cc1ccc2c(c1)C(c1ccccc1)N(C(=O)c1ccc(F)cc1)CC(=O)N2 (stereo not drawn)	-16	-1	0.0	-18	1	-1	4	-1	14
CN(NC(=O)c1cccc(Cl)c1)c1nc(-c2ccccc2)nnc1C(F)(F)F	8	5	-0.1	59*	6	-2	17	0	-11
S=C(c1ccc(-c2ccccc2)cc1)N1CCOCC1	-2	13	0.9	-6	5	2	2	-1	55*
O=C1/C(=C/c2ccc(O)c([N+](=O)[O-])c2)SC(=S)N1Cc1ccccc1	1	0	-0.5	62*	54*	0	8	44*	-4
COc1cc(S(=O)(=O)N2CCOCC2)ccc1N	0	1	-2.4	15	7	1	-12	2	11
Cc1nnc(C)c2c(C)n(C(C)c3ccccc3)c(C)c12 (stereo not drawn)	-5	7	1.0	28	13	-5	-4	5	-4
COc1cccc(/C=C2\NC(=O)NC2=O)c1O	-4	2	4.3	15	14	-5	-4	-1	6
COc1cc(/C=C2\SC(=O)N(CCNC(=O)c3c(C)noc3C)C2=O)cc(OC)c1OC	9	6	0.1	24	5	-2	6	-1	9
CCCN(CCC)S(=O)(=O)c1ccc(C(=O)NCc2n[nH]c(=S)n2-c2ccc(Cl)c(Cl)c2)cc1	-31	19	-3.0	-33	6	1	0	10	0
CCOc1ccc2nc(NC(=O)CCC(=O)c3cccs3)sc2c1	2	-77	0.9	-58	-7	-6	-4	3	-54
C=CCn1cc(-c2ccccc2)cc(C#N)c1=O	12	-5	-3.0	4	-7	-1	-2	-1	8
CCOC(=O)CCNC(=O)N1CCCC(C(=O)c2ccccc2SC)C1 (stereo not drawn)	5	-18	1.0	5	-7	-1	-5	-21	7
Cc1ccc(S(=O)(=O)Nc2ccccc2CNc2ccccn2)cc1	-7	1	1.3	-16	10	-1	8	-6	-1
Cc1nn(C(C)C)c(C)c1CN1CCC(C(=O)Nc2cccc(-c3cccc(F)c3)c2)CC1	39	13	0.3	78*	2	0	-8	-12	5
O=C(Nc1ccccc1)Nc1nnc(Cc2ccccc2F)s1	1	9	5.1	4	9	-3	3	4	-5
CCOC(=O)C(=CNc1ccc(Cl)cn1)C(=O)OCC	2	7	2.3	31	-9	2	-9	0	25
COc1ccc(C(=O)CC(=O)c2ccc(C)cc2)c(O)c1	-19	-23	2.6	4	2	-4	-4	3	-21
O=C(NCC(=O)N1CCN(c2ccccc2)CC1)c1ccco1	4	8	2.5	-20	0	-2	3	-4	13
COc1cc(OC)c2ccc(=O)oc2c1C(CC(=O)N1CCCC1)c1ccc(N(C)C)cc1 (stereo not drawn)	9	-1	1.0	4	4	2	13	7	9
O=C(NCCN1CCOCC1)c1ccc2c(c1)N(Cc1ccc(F)cc1)C(=O)c1ccccc1S2(=O)=O	-9	5	1.0	17	-1	-1	-6	-8	5
Fc1ccccc1C(c1nnnn1C1CCCC1)N1CCN(Cc2ccccc2)CC1 (stereo not drawn)	7	10	-1.0	19	16	-3	7	7	10
COc1ccc(NC(=O)CN2C(=O)NC3(CC(C)CC(C)(C)C3)C2=O)cc1S(=O)(=O)N1CCCCC1 (stereo not drawn)	-3	11	1.2	-14	-7	0	-5	4	13
CC(=O)NC(Cc1ccccc1)C(=O)NC(Cc1ccccc1)C(=O)O (stereo not drawn)	6	-4	-0.3	10	6	-1	0	6	6
Cn1c(=O)cc(SCC(=O)NCCCN2CCOCC2)c2ccc(Cl)cc21	0	-4	-1.4	0	-4	0	-2	4	0
CCc1csc(CCNC(=O)C2CCC(=O)N(CCOC)C2)n1 (stereo not drawn)	3	-2	0.2	20	-1	-3	2	-5	1
S=C(Nc1cc(Cl)cc(Cl)c1)N1CCN(c2ccccn2)CC1	-1	4	1.2	15	7	-5	-2	-4	19
CCCN(CC(=O)Nc1ccc(C(C)=O)cc1)CC(=O)Nc1ccccc1C	-8	5	4.9	11	8	-6	1	6	-5
COc1cc(/C=N/Nc2cccc(C)c2)cc(Br)c1O	2	/	/	/	13	/	13	7	/
CCC1CCCCN1C(=S)Nc1ccc(OC(F)F)cc1 (stereo not drawn)	9	6	0.2	16	10	-2	55*	-5	-17
COc1cccc(/C(O)=C2/C(=O)C(=O)N(CCN3CCOCC3)C2c2cccs2)c1 (stereo not drawn)	4	-22	1.8	13	7	5	-2	-5	-13
COc1ccccc1NC(=O)NC1(C(=O)N2CCC(C)CC2)CCCCC1	18	10	0.3	6	8	-6	-1	8	-2
Cc1occc1C(=O)NC1CCCCCCC1	-37	-10	5.8	1	21	1	-12	-4	-54
CN(C)c1ccc(C(CNC(=O)c2ccccc2F)c2c[nH]c3ccccc23)cc1 (stereo not drawn)	-5	-14	-1.1	-2	19	-1	3	17	-14
COc1ccc(/C=C/C(=O)Nc2sc(Cc3ccccc3)c(C)c2C(N)=O)cc1	-27	-25	6.3	64*	9	6	-19	-4	-11
CC(C)CCNC(=O)c1cc([N+](=O)[O-])ccc1N1CCOCC1	1	-6	-0.5	-20	-4	0	-5	1	4
Cc1ccc(N(CC(=O)NCc2ccc(F)cc2)S(=O)(=O)c2c(C)nn(C)c2C)cc1	25	1	0.2	64*	4	-5	2	-1	8

Compound profiles, as listed above. Order of values: Gli-Sufu block	Jurkat NFkB inh	CHOP UPR activ	Mdm2 MdmX PPI	CCR6 antag	UPR XBP1 act	EBI2 antag	CXCR6 block	697 NFkB inh
Record of `COc1ccc(S(=O)(=O)Oc2cc(C(=S)N3CCOCC3)ccc2OC)cc1` : 0	5	3.7	27	1	-5	1	4	22
Record of `COc1cc(/C=N/Nc2cccc(C)c2)cc(Br)c1O` : 2	/	/	/	13	/	13	7	/
Record of `CC1CCc2c(C(=O)Oc3cccc(-n4cnnn4)c3)csc2C1` (stereo not drawn) : 2	-8	-0.4	25	-7	1	11	-2	-16
Record of `S=C(Nc1cc(Cl)cc(Cl)c1)N1CCN(c2ccccn2)CC1` : -1	4	1.2	15	7	-5	-2	-4	19

More structures.
SMILES	Gli-Sufu block	Jurkat NFkB inh	CHOP UPR activ	Mdm2 MdmX PPI	CCR6 antag	UPR XBP1 act	EBI2 antag	CXCR6 block	697 NFkB inh
CCOC(=O)c1cnc2c(Cl)c(Cl)ccc2c1NCCN1CCOCC1	14	11	0.0	-2	14	1	24	2	-9
COc1ccccc1C(=O)COC(=O)CCCN=C1NS(=O)(=O)c2ccccc21	-10	-2	1.2	-3	7	-3	0	-10	-16
c1ccc(Oc2nc(Oc3ccccc3)nc(N3CCOCC3)n2)cc1	8	-6	-2.2	1	8	-3	3	2	-35
NC(=O)C1CC(=O)N(CCc2ccc(F)cc2)C1 (stereo not drawn)	4	-11	0.1	0	2	0	1	-5	-10
CCOC(=O)N1CCN(c2c(NCC3CCN(Cc4cccc(C)c4)CC3)c(=O)c2=O)CC1	3	10	1.7	14	8	-1	-1	-1	4
O=C(Cc1nc2ccccc2s1)c1ccc(O)cc1O	/	-52	5.9	-80	/	-1	/	/	-156
COC(=O)c1ccc(CNC(=O)Cn2nnnc2CN(C)C(C)C)cc1	2	-2	-1.2	13	5	-6	5	6	-13
O=C1NC2(C=Cc3c(ccc4ccccc34)O2)Oc2ccccc21 (stereo not drawn)	-37	-3	8.3	35	4	11	3	-1	-63

Screens deposited in PubChem by Sanford-Burnham Center for Chemical Genomics.
